High-throughput results (PubChem)
BB579 growth dn: growth inhibitors of yeast BB579 in restrictive medium, primary screen, yeast lifespan-shortening project, S. cerevisiae. AID 804, 2007. OD615, 48 h. inhibition, % at 10 µM. actives 0.51% (n = 140,000);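 active = inhibition above a set limit, 3 SD over the mean compound inhibition, cut at about 44% in these data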; note: inactives centre near -24
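Test system: S. cerevisiae DeaD strain BB579 yeast; Medium: restrictive CSMM-D medium; Compound: one dose, 10 µM compound with 0.25% DMSO; Incubation: 4 h cell preincubation, 48 h compound exposure, 30 °C humidified; Signal: OD at 615 nm; Benchmarks: amphotericin B at 10 µg/mL as positive control.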
Yeast lifespan up: compounds extending yeast replicative lifespan, primary screen, S. cerevisiae, OD615. AID 775, 2007. actives 0.68% (n = 130,000). inhibition of the nicotinamide effect, % at 10 µM. S. cerevisiae growth with nicotinamide; deaD strain in restrictive glucose medium;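 active = inhibition above a set limit, placed 3 SD over the median of all compounds, cut at about 26% in these data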;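 note: 0% = nicotinamide-treated wells and 100% = cells grown without nicotinamide; some compounds called inactive have numbers as strong as hits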
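assay system = DeaD-strain S. cerevisiae | measured by = absorbance at 615 nm | probe or stimulus = nicotinamide 1.5 mM | buffer or medium = CSMM-D glucose medium, restrictive | times = 48 h at 30 °C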
E-sel TNF inh: E-selectin induction blockers in HUVEC – imaging, immunofluorescence, high content, primary screen. HUVEC TNFa-induced E-selectin immunofluorescence. inhibition, % at 2 µM. actives 0.71% (n = 120,000). AID 1246, 2008;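 active = inhibition above the batch mean plus 3 SD, and confirmed as a hit on visual image review, cut at about 43% in these data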;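 note: 0% = TNF-stimulated DMSO wells and 100% = unstimulated control wells; not every result past the cut was called active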
MRP-1 activ: H69AR viability gain despite doxorubicin, primary screen, MRP-1 activator project, H69AR cells, CellTiter-Glo; viability increase, % at 10 µM; AID 799, 2007; viability rescue; actives 0.61% (n = 140,000);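 active = viability gain under doxorubicin at or above a set limit, the compound median plus 3 SD, cut at about 4.7% in these data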;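 note: MRP-1 overexpressing cells given doxorubicin 25 µM after compound pretreatment; 18-22 h compound pretreatment then 72 h with doxorubicin before readout; 0% = doxorubicin-only wells and 100% = vehicle-treated cells without doxorubicin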
HCT116 bCat-KO: primary screen for growth suppressors in beta-catenin knockout HCT116 cells (colon tumor, human). HCT116 beta-catenin knockout viability, CellTiter-Glo, 60 h; active compounds read low. viability, % at 10 µM. actives 1.5% (n = 140,000);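 active = viability at or under a set limit, the compound median less 4 SD, cut at about 6% in these data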;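 note: 0% = Hyamine 1622 control at 20 µM and 100% = untreated cell control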
NPY-Y2 antag: NPY-Y2 receptor antagonists, primary screen, cell-based | NPY-Y2 expressing cells, antagonist mode | actives 0.99% (n = 140,000) | inhibition, % at 2.7 µM | AID 793, 2007 | Neuropeptide Y receptor type 2 (Homo sapiens), P49146; in the data active = inhibition above about 17%;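 note: 0% = vehicle with agonist challenge and 100% = reference antagonist with challenge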
Target sequence (P49146 whole entry, looked up): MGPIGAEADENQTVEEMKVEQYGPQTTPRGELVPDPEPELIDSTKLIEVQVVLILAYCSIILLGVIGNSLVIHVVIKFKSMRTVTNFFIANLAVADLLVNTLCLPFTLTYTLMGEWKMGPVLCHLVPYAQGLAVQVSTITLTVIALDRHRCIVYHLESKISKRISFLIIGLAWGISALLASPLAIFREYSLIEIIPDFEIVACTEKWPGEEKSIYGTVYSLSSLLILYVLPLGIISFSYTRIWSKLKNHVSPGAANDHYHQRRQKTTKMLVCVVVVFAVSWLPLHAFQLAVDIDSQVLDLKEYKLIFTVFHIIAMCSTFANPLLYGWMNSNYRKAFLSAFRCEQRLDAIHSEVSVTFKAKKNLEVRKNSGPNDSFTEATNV
GALR2 antag: GALR2 antagonists in receptor-expressing cells, primary screen | Galanin receptor type 2 (Homo sapiens), O43603 | antagonist mode | inhibition, % at 4 µM | actives 0.39% (n = 140,000); in the data active = inhibition above about 27%;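 note: cells stimulated with galanin 1-16 at roughly its EC80; 0% = agonist challenge control and 100% = basal control without agonist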
Target sequence (O43603 whole entry, looked up): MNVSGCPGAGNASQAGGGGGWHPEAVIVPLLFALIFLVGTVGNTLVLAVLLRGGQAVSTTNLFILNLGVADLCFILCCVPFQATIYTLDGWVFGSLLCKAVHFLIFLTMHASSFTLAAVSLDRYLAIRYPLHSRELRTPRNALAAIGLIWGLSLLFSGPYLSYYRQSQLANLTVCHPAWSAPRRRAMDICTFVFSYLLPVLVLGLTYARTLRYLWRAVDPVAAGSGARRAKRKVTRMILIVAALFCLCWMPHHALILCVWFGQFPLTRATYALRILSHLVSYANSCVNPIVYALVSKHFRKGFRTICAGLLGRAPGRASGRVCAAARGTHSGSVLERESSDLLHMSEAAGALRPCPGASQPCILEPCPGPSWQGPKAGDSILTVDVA
Phagocyt inh: inhibitors of macrophage phagocytosis, primary screen, imaging, J774A.1 cells, IgG beads; AID 1029, 2008; actives 0.07% (n = 110,000); J774A.1 macrophage IgG-bead phagocytosis; inhibition, % at 5 µM;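 active = inhibition above the mean of the plate negative controls plus 5 SD, cut at about 13% in these data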;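 note: phagocytic index as fraction of beads internalized from green versus red external bead signal; plate controls were DMSO negative control for no effect and cytochalasin-D positive control for full effect; some results beyond the cut were filed as inactive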
Measles CPE: compounds protecting cells from measles virus cytopathic effect, primary screen, measles RdRp inhibitor project, single point, MLSMR library, absorbance; actives 1.5% (n = 140,000); AID 841, 2007; Measles virus-infected cells, CPE protection; protection (pct of control), % at 4 µM; in the data active = protection mostly above about 24%, no sharp cut-off; inactive = mostly below about 26%; note: some compounds called inactive have numbers as strong as hits
HCT116 PTEN-null: growth suppression of PTEN-null HCT116, primary screen, cell-based, CellTiter-Glo; HCT116 PTEN-null viability, 60 h; active compounds read low; viability, % at 10 µM; actives 1.2% (n = 140,000); AID 827, 2007;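 active = viability at or below a set limit, 4 SD under the median of all tested compounds, cut at about 3.7% in these data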;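 note: PTEN knockout HCT116 line with beta catenin targeted HCT116 as companion control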
An asterisk follows results filed as active; nt = no result given.

The opening 3 records (preview)
SMILES	BB579 growth dn	Yeast lifespan up	E-sel TNF inh	MRP-1 activ	HCT116 bCat-KO	NPY-Y2 antag	GALR2 antag	Phagocyt inh	Measles CPE	HCT116 PTEN-null
Cc1cc(C)n2nc(CC(=O)NC3CCCC(C)C3C)nc2n1 (stereo not given)	4	-13	-8	-2.5	74	2	7	-2	3	94
COC(=O)CSc1nc(C)c(C(C)=O)cc1C#N	-55	-9	-18	-0.8	98	1	3	0	4	97
c1ccc(C2(Cn3ccc4ccccc43)OCCO2)cc1	-64	5	-16	-1.9	78	5	-13	-1	17	87

Results, repeating the preview:
SMILES	BB579 growth dn	Yeast lifespan up	E-sel TNF inh	MRP-1 activ	HCT116 bCat-KO	NPY-Y2 antag	GALR2 antag	Phagocyt inh	Measles CPE	HCT116 PTEN-null
Cc1cc(C)n2nc(CC(=O)NC3CCCC(C)C3C)nc2n1 (stereo not given)	4	-13	-8	-2.5	74	2	7	-2	3	94
COC(=O)CSc1nc(C)c(C(C)=O)cc1C#N	-55	-9	-18	-0.8	98	1	3	0	4	97
c1ccc(C2(Cn3ccc4ccccc43)OCCO2)cc1	-64	5	-16	-1.9	78	5	-13	-1	17	87
O=C(NC1CCCCC1)C1CN(S(=O)(=O)c2ccccc2)CCN1S(=O)(=O)c1ccccc1 (stereo not given)	-25	-12	nt	-2.8	85	0	4	-2	5	83
Cc1ccc(Cl)c2c1NC(=O)C2(O)CC(=O)c1ccc(Br)cc1 (stereo not given)	-10	-4	3	-1.5	80	-1	10	0	10	98
O=c1cc(NS(=O)(=O)c2ccccc2)nc(SCc2ccccc2Cl)[nH]1	-2	-2	nt	1.3	100	0	3	nt	4	98
CCOC(=O)c1cnc2cc(-c3ccc(C(C)(C)C)cc3)nn2c1N	-2	-15	35	-2.1	66	1	5	0	28	70
CCOc1ccc2[nH]c(=O)c(CN(Cc3cccs3)C(CC)c3nnnn3C(C)(C)CC)cc2c1 (stereo not given)	-26	-6	45	-3.9	30	1	-2	0	4	18
CCOC(=O)N1CCN(c2nc(-c3cccc(OC)c3)cc(C(F)(F)F)n2)CC1	-25	-10	11	8.7*	92	4	-3	-2	6	90
Clc1ccccc1Nc1c2c(nc3ncnn13)CCC2	-9	-8	nt	-3.7	77	4	13	-2	3	78
O=C1CCN(C(=O)c2ccccc2)C2CCCCC12 (stereo not given)	-23	-11	-2	-0.9	107	2	7	6	5	103
Cc1ccc2[nH]c(=O)c(CNS(=O)(=O)c3ccccc3)c(-c3ccccc3)c2c1	-29	-2	nt	-1.1	89	5	1	-9	12	89
COc1ccccc1N1CCN(C(=O)c2c(-c3ccccc3Cl)noc2C)CC1	-19	-7	nt	-2.2	64	2	3	0	3	50
CCCN(CCC)C(=O)CSc1nc2ccccc2c(=O)n1CC1COc2ccccc2O1 (stereo not given)	-38	-16	-6	-4.2	100	8	-9	nt	5	89
COc1ccc(OC)c(C(=O)c2ccc(C(=O)c3cc(OC)ccc3OC)cc2)c1	-62	1	-14	-0.6	89	4	6	-2	5	94
CCc1cccc(Nc2cc(C)nc3nc(C)nn23)c1	-5	1	-7	-2.1	93	4	17	nt	22	87
c1ccc(Cn2ncc3ccccc32)cc1	-12	-6	-17	-2.4	89	2	3	1	7	98
CN1C(=S)SC(/[N+]([O-])=C\c2ccco2)C1(C)C (stereo not given)	-48	-1	55	-0.2	93	2	-1	0	13	96
COc1cc(C(=O)OCc2cc3ccccc3[nH]c2=O)cc(OC)c1OC	-48	-2	1	-2.5	88	1	-2	nt	17	81
CN1C(=O)c2ccccc2C(C(=O)NCC2CCCO2)C1c1c[nH]c2ccccc12 (stereo not given)	-21	18	5	-1.6	98	0	-11	-2	8	101
Cc1nc(NC(=S)NC(=O)c2ccccc2)sc1C(=O)N(C)C	-25	-16	1	7.7*	105	3	-3	0	6	97
Nc1cccc(-c2nc3ccccc3s2)c1	3	-7	5	-3.7	77	1	1	0	14	78
Cc1ccc(CCNC(=O)C2CCN(S(=O)(=O)c3ccc4c(c3)CCC(=O)N4)CC2)cc1	-17	-4	-28	-2.8	87	0	-2	0	26	88
Cc1ccc(S(=O)(=O)c2ccc(Cl)cc2)cc1S(=O)(=O)NC(C(=O)O)C(C)C (stereo not given)	-9	-3	-9	-0.1	98	-1	3	-3	8	101
Cc1cc2c(cc1C)NC(c1ccccn1)C1=C(CC(C)(C)CC1=O)N2 (stereo not given)	-8	-14	-4	-0.7	98	3	-2	1	22	90
O=C(Nc1ccc(Cc2ccncc2)cc1)C1CCC(N2C(=O)C3C4C=CC(C4)C3C2=O)CC1 (stereo not given)	-40	-22	40	-2.2	51	-2	12	0	21	63
COc1ccc(COc2ccccc2C(=O)NCc2ccccc2)cc1F	-3	-6	nt	-1.0	67	9	-1	-13	8	69
COc1ccccc1-c1c(C#N)c(N)nc2c1CCc1ccccc1-2	-28	5	-5	-5.7	26	8	12	0	4	20
O=C(COC(=O)c1cccc(C(=O)OCC(=O)c2ccc(Br)cc2)n1)c1ccc(Br)cc1	-19	-3	-13	-1.9	104	3	11	3	1	99
Cc1ccsc1/C=N/N=C1\C(=O)Nc2ccccc21	-16	-5	nt	-2.6	83	-1	-2	1	3	90
CN(C)c1ccc(NS(=O)(=O)c2cccc(Cl)c2)cc1	-31	6	nt	-1.8	86	0	11	-12	12	102
Cc1ccn2c(Nc3ccccc3C)c(-c3ccncc3)nc2c1	-26	0	8	-0.1	66	0	1	-16	9	75
COc1ccc(-c2cc(C(=O)O)c(C)o2)cc1OC	0	7	-34	0.3	92	0	1	0	16	100
COC(=O)/C=C/C(=O)N1CCN(c2ccccc2)CC1	-6	3	nt	-2.1	82	3	18	nt	2	89
CCN(CC(=O)Nc1c(C(=O)OC)[nH]c2ccccc12)c1ccc2c(c1)OCO2	-7	-6	-18	-1.7	73	7	6	-1	16	71
CCC(CC)C(=O)Nc1cccc(C(=O)Nc2nccs2)c1	-29	-1	0	-2.1	95	0	10	-1	9	94
O=C(Cn1c(=O)n2ncnc2c2c3c(sc21)CCCC3)c1ccccc1	-15	2	4	-1.1	99	3	7	0	5	92
Cc1cc(-c2ccccc2)nc(N(C)NC(=O)c2ccc(Cl)cc2)c1S(C)(=O)=O	-59	-7	-2	-0.7	69	2	-7	0	8	75
CCCCC(CC)CNC(=O)c1cc2ccccc2c(=O)o1 (stereo not given)	2	-6	-6	0.3	89	7	-1	-6	3	103
COc1ccc(OCC(=O)N2CCN(c3cccc(Cl)c3)CC2)cc1	-23	-9	0	-1.4	71	7	-19	-1	2	70
CN(C)CCCN(C(=O)c1sc2ccccc2c1Cl)c1nc2c(F)cccc2s1	1	1	13	0.5	90	18*	4	-2	28	97
CC(C)=N/N=C(\c1cccc([N+](=O)[O-])c1)C12CN3CN(CN(C3)C1)C2	-7	1	-3	0.2	99	3	7	nt	9	105
Cc1cc(-c2nnc(-c3cc4ccccc4oc3=O)o2)c(C)n1-c1ccccc1	-31	2	-14	-0.6	75	3	2	8	7	68
Cc1cc(C)nc(NS(=O)(=O)c2ccc(NC(=O)CCN3C(=O)c4ccccc4C3=O)cc2)n1	6	38*	-66	-0.9	87	2	-4	0	2	86
Cc1ccc(OCC(=O)NNC(=O)CCc2ccccc2)cc1	-46	-14	25	-2.2	103	8	-14	nt	21	102
CCc1nc2ccccc2[nH]1	-21	15	4	-0.8	92	-1	5	-2	9	94
CC1=C(C)C(=O)N(c2ccccn2)C1=O	-39	-8	-36	1.3	99	1	2	2	6	102
COc1ccc(-n2c(=O)[nH]cc(C(=O)Nc3ccc4c(c3)OCCO4)c2=O)cc1	-14	-13	nt	-2.2	105	2	-7	nt	5	100
COc1ccc(S(=O)(=O)Nc2ccc(S(=O)(=O)N3CCOCC3)cc2)cc1	-41	-4	nt	0.1	91	2	-3	-1	20	84
COC(=O)C1CCN(c2cc(=O)n(C3CCCCC3)c(=O)[nH]2)CC1	-34	-15	nt	-3.4	98	4	-1	nt	24	90
The list continues.
SMILES	BB579 growth dn	Yeast lifespan up	E-sel TNF inh	MRP-1 activ	HCT116 bCat-KO	NPY-Y2 antag	GALR2 antag	Phagocyt inh	Measles CPE	HCT116 PTEN-null
Cc1ccc(SC(C)C(=O)Nc2ccccc2C(=O)N2CCOCC2)cc1 (stereo not given)	-33	-8	-42	-2.7	96	-1	32*	-2	6	91
Cc1ccc(N=C(NOC(=O)c2ccccc2)c2nonc2N)c(C)c1	-13	11	9	-0.7	94	25*	2	1	9	86
O=C(c1noc2c1CCc1ccccc1-2)N1CCc2ccccc2C1	-39	8	-12	-0.9	97	16	8	0	24	97
O=C(NN1CCCCC1)c1ccccc1	16	-3	8	-0.7	105	-1	-5	-2	2	99
CCN(CC)S(=O)(=O)c1ccc2oc(C(=O)NCC3COc4ccccc4O3)c(C)c2c1 (stereo not given)	-11	-15	15	-2.0	49	15	2	2	6	50
CCOC(=O)c1c(NC(=O)CSc2nnnn2-c2ccc3c(c2)OCCO3)sc(C)c1C	-81	-10	-26	-1.3	77	2	10	-2	10	82
c1ccc2c(c1)nc(N1CCOCC1)c1nncn12	-8	-13	-3	-0.9	105	2	-16	nt	12	103
Cn1c(=O)c2c(nc(CN3CCOCC3)n2CCCO)n(C)c1=O	-2	-3	-52	-2.8	98	6	-1	0	9	106
Cc1cc(C)n(C(=O)c2ccc([N+](=O)[O-])c(Cl)c2)n1	-10	-6	-1	-0.9	78	-1	18	-3	16	90
CCN(CC)C(=O)COC(=O)c1cc(-c2ccc(OC)cc2)nc2ccccc12	-49	-3	7	-3.5	77	9	1	-1	5	80
O=C1c2ccccc2C(=O)N1c1cccc(-c2csc(Nc3ccc4c(c3)OCO4)n2)c1	-21	-1	-17	-0.1	104	1	10	-7	27	95
O=C(NCC1(c2ccccc2)CCCC1)c1ccccc1Br	-19	17	11	-2.6	85	4	1	nt	2	90
OCCN1CCOCCN(CCO)CCOCC1	-30	-6	nt	0.2	99	1	-13	0	3	93
C=CCNC(=S)Nc1ccccc1	-33	-15	24	-0.5	95	2	-1	2	7	104
NNc1nc(-c2ccccc2)cc(-c2ccccc2O)n1	-11	-22	nt	-5.4	33	0	-7	nt	8	38
Cc1cc(C(=O)CSc2nnc(-c3ccc(F)cc3)o2)c(C)n1CC1COc2ccccc2O1 (stereo not given)	-25	-4	8	2.0	70	3	4	-2	3	71
COc1ccc(NC(=O)CSc2nnc(-c3ccccn3)n2N)cc1Cl	-15	-7	nt	-0.9	97	2	8	0	10	103
c1csc(-c2nnc(-c3ccc(N4CCOCC4)cc3)o2)c1	7	-30	16	-1.9	107	3	-4	-2	5	103
